PfG6PD inh = PfG6PD (Plasmodium falciparum) enzyme inhibition; inhibition, % at 20 µM; hit rate 0.78% among 350,000; PfGluPho enzyme, NADPH resazurin-diaphorase fluorescence;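 active = inhibition reaching at least a set limit at 20 µM in the primary screen, cut at about 59% in these data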;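 also: 0% = DMSO wells with substrate and 100% = DMSO wells lacking glucose-6-phosphate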
Apaf1 inhib = human Apaf-1 inhibition; O14727; reconstituted apoptosome caspase-3 activity, DEVD-Rh110 fluorescence; inhibition, % at 20 µM; hit rate 0.71% among 330,000; AID 489030; active = inhibition of at least 40% at 20 µM;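 also: plate controls were DMSO wells for no effect and DEVD-CHO caspase inhibitor wells for full effect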
Target sequence (O14727 whole entry, looked up): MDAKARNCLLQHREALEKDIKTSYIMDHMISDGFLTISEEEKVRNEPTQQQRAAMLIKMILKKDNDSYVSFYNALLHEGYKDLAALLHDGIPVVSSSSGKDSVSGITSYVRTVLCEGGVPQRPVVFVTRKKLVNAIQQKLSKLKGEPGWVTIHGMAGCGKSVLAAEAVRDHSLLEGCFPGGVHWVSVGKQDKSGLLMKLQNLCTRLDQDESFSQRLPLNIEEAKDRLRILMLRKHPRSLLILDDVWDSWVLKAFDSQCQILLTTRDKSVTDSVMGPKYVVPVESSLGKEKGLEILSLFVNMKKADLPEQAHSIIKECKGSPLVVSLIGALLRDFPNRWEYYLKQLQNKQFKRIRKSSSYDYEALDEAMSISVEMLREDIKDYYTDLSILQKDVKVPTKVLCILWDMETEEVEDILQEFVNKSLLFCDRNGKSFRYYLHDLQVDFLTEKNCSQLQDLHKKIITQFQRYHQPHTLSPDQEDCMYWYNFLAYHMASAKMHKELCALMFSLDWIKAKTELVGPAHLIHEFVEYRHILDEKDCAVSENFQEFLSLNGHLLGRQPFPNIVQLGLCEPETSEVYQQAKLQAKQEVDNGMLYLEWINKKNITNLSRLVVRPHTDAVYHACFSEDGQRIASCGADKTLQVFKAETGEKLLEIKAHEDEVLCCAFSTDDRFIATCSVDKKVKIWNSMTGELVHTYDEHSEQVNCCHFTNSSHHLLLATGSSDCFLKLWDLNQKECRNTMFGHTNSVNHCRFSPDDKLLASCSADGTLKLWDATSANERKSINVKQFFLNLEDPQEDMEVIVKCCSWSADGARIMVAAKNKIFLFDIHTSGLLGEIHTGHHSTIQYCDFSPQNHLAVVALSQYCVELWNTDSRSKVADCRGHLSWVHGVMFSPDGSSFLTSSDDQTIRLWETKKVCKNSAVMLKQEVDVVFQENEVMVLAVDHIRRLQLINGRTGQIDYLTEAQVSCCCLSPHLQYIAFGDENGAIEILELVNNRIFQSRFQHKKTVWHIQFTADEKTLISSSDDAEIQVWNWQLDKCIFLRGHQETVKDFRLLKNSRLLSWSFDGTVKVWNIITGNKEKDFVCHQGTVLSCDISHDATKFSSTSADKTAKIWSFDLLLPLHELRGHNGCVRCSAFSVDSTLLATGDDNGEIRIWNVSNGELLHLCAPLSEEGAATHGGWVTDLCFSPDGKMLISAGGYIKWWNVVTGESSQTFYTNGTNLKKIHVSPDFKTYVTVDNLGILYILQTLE
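System: reconstituted apoptosome with Apaf-1, cytochrome c, caspase-9, procaspase-3, dATP; Signal: Rh110 fluorescence intensity; Schedule: 30 min compound preincubation, 50 min activation, room temperature; Reagent: cytochrome c trigger plus (Z-DEVD)2-Rh110 caspase-3 substrate.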
SENP8 block-1 = SENP8 protease inhibition. purified SENP8, Z-RLRGG-aminoluciferin cleavage, luminescence. inhibition, % at 10 µM. hit rate 1.2% among 330,000. AID 2540; in the data active = inhibition above about 50%
SENP7 block = inhibitors of human SENP7 protease; Q9BQF6; inhibition, % at 5 µM; hit rate 1.5% among 330,000; recombinant SENP7, Z-RLRGG-aminoluciferin luminescence, 40 min;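 active = inhibition above about 50% at the single test dose, limit read from the data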;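 also: plate controls were DMSO with enzyme for no effect and no enzyme buffer wells for full effect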
NALP3 yeast inh = blocks the NALP3 inflammasome reconstituted in yeast; inhibition, % at 10 µM; AID 2825; Yeast reconstituted NLRP3/ASC/caspase-1, beta-gal luminescence, 24 h; hit rate 0.39% among 330,000;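 active = inhibition of 50% or more; inactive = inhibition below 50%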;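 also: plate controls were induced DMSO wells for no effect and uninduced yeast grown without galactose for full effect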
SENP6 inh = blocks the human protease SENP6 | Q9GZR1 | Recombinant SENP6 catalytic domain, aminoluciferin luminescence | inhibition, % at 10 µM | hit rate 1.8% among 330,000 | AID 2599;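 active = inhibition above about 50% at the single tested dose, limit read from the data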;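 also: plate controls were DMSO wells with enzyme for no effect and DMSO wells lacking enzyme for full effect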
HKDC1 inhibitor = HKDC1 (human) hexokinase inhibition. Q2TB90. recombinant HKDC1, G6PDH/diaphorase resazurin coupled fluorescence. inhibition, % at 20 µM. hit rate 0.16% among 340,000. AID 493160;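 active = inhibition above about 35% when tested at 20 µM, limit read from the data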;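 also: plate controls were DMSO wells with enzyme for no effect and DMSO wells lacking enzyme for full effect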
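Assay system – recombinant HKDC1 (HK5) hexokinase enzyme, produced in-house · Input – HKDC1 at 5 µg/mL · Reagent – glucose plus 1 mM ATP as hexokinase substrates · Timing – 90 min reaction incubation at room temperature, dark · Measured by – G6PDH/diaphorase-coupled fluorescence, 1 mM NADP, 100 µM resazurin, 525/613 nm · Benchmarks – DMSO-enzyme wells negative, buffer-substituted wells positive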
SENP8 block-2 = SENP8 (human) protease inhibition; recombinant SENP8, Nedd8 substrate fluorescence; hit rate 0.64% among 360,000; inhibition, % at 20 µM; AID 602440; in the data active = inhibition mostly above about 40%, no sharp cut-off; inactive = mostly below about 27%
SENP1 FRET inh = blocks the human SENP1 SUMO protease catalytic domain. Q9P0U3. recombinant SENP1 catalytic domain, CyPet-SUMO1-YPet FRET cleavage. inhibition, % at 10 µM. hit rate 0.21% among 360,000. AID 624204;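 active = inhibition at least 30% at 10 µM, raw YFP signal under a set limit, fluorescence ratio 0.5 to 1.5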;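 also: 0% = enzyme with DMSO and 100% = no enzyme wells; some results filed as inactive read as strong as hits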
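Test system: recombinant human SENP1 catalytic domain, His6-tagged / Medium: pH 8 Tris buffer with EDTA, NaCl, BME, BSA, NP40, catalase / Also added: SUMO1 FRET substrate flanked by Cypet and Ypet, 25 nM / Times: 50 min reaction at room temperature / Signal: FRET, CFP and YFP emission / Control set: no-enzyme low control and enzyme-plus-DMSO high control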
Active calls of the source: *; x = not tested or not shown. This is a random part of the collection. Share with any hit: about 4.1%.

SMILES	PfG6PD inh	Apaf1 inhib	SENP8 block-1	SENP7 block	NALP3 yeast inh	SENP6 inh	HKDC1 inhibitor	SENP8 block-2	SENP1 FRET inh
COc1ccc2cc(CN(CCO)C(=O)c3ccc(Br)cc3)c(=O)[nH]c2c1	53	x	x	x	x	x	2	-69	0
O=C(Nc1ccc2c(c1)CCC2)c1cccc(S(=O)(=O)N2CCN(c3ccccc3)CC2)c1	-22	9	-3	3	8	-1	1	10	-2
COc1ccc(-c2noc(C3CCCN(C(=O)c4ccc(C)cc4)C3)n2)cc1 (stereo unspecified)	-1	2	2	6	15	-18	14	20	1
N=c1oc2ccc(Br)cc2cc1C(=O)NC1CCCCCC1	8	16	-1	11	12	4	5	8	-1
Cc1ccc(S(=O)(=O)N2C[C@@H]3CCCC[C@@H]3[C@@H](C)[C@H]2c2cn(Cc3ccccc3)c3ccccc23)cc1	10	7	x	8	x	x	-6	7	1
CC(=O)OC(COc1ccc(F)cc1)Cn1cnc2ccccc21 (stereo unspecified)	9	17	2	-2	0	16	-11	10	3
COCCNC(=O)c1ccc2c3n(nc2c1)-c1ccccc1CO3	-6	-4	34	34	16	41	-2	-279	-3
Cc1nc(Nc2cccc(F)c2)c2oc3ccccc3c2n1	20	16	2	10	7	7	1	-290	-2
COc1cc(C(=O)NC(=S)Nc2ccc(N3CCCC3)cc2)cc(OC)c1OC	7	26	-1	11	-7	2	-4	12	6
Cc1c(C)n(C)c2ccc(C(=O)NCCc3ccco3)cc12	44	13	-6	-10	10	13	1	-85	-24
O=C(NCCN1CCc2ccccc2C1)Nc1ccc([N+](=O)[O-])cc1	42	-9	1	2	16	2	-5	23	0
COC(=O)Cc1[nH]nc2c1C(c1ccc(O)c(OC)c1)C(C#N)=C(N)O2 (stereo unspecified)	-2	4	3	5	-19	1	-3	9	-33
COc1ccc(CCN2C(=O)C(Oc3ccccc3C)C2c2ccc3c(c2)OCO3)cc1 (stereo unspecified)	8	18	-10	6	-10	-12	1	23	0
O=C(CCl)Nc1cccc(-c2cnc3ccccc3n2)c1	-5	8	-15	3	-4	-5	16	-48	1
O=C(NC(=S)Nc1nc(-c2cccc([N+](=O)[O-])c2)cs1)c1cc(Cl)ccc1Cl	-10	4	-1	-2	8	-14	-5	19	1
CN(C(=O)/C=C/c1ccco1)c1ccccc1C(=O)O	2	1	-4	5	14	-10	-8	-67	1
COC(=O)C1=C(N)Oc2cc(C)n(CC3CCCO3)c(=O)c2C1c1ccc(Cl)c(Cl)c1 (stereo unspecified)	-14	17	2	2	14	5	3	17	0
O=C(Cc1c(F)cccc1Cl)Nc1ccc(S(=O)(=O)N2CCOCC2)cc1	14	3	1	2	13	6	9	0	1
COC(=O)c1ccc(OCC(=O)NC2CCCCCCC2)cc1	2	13	-15	-4	1	3	-5	11	3
CCOC(=O)c1c(C)[nH]c(C(=O)COC(=O)c2ccc(O)cc2O)c1C	-1	-20	2	-5	19	8	-2	16	-50
CCc1ccc(/C=N/NC(=O)c2cc(C3CC3)nc3ccc(Br)cc23)s1	-13	1	3	-1	-12	-24	3	-1	-1
Cc1onc(C(=O)NC2CCCCC2)c1[N+](=O)[O-]	12	-10	-2	4	-19	8	-6	18	0
COc1ccc(NC(c2ccccc2)c2ccncc2)cc1 (stereo unspecified)	17	10	5	6	20	6	9	24	-5
Cc1cc(C)n(S(=O)(=O)c2ccc(C)c(C)c2C)n1	5	4	-11	-3	-6	-7	-2	5	2
COc1ccccc1C(=O)NC(=O)COC(=O)c1nc(Cl)ccc1Cl	-7	2	-15	9	26	-21	-6	0	1
COc1nc(NS(=O)(=O)c2ccc(C)cc2)nc(C)c1Cl	4	-16	1	7	0	4	1	11	-1
CC(=O)NC(C)c1nc2ccccc2n1CC(=O)N1C(C)CCCC1C (stereo unspecified)	-4	8	-3	-13	4	21	-2	-2	0
COc1ccc(/C=N/NC(=O)c2ccc(CSc3nncn3C)cc2)cc1OC	-19	-192	1	-1	11	-2	-4	-114	0
Cc1ccc(S(=O)(=O)N2CCN(C(=O)CSc3cc(C)ccc3C)CC2)c(C)c1	14	28	3	6	12	-4	3	-1	1
Cc1cc(=O)oc(C)c1C(=O)Nc1c(C)n(C)n(-c2ccccc2)c1=O	6	3	1	0	8	-20	-2	25	1

Record cards, as listed above. Screens in order: PfG6PD inh, Apaf1 inhib, SENP8 block-1, SENP7 block, NALP3 yeast inh, SENP6 inh, HKDC1 inhibitor, SENP8 block-2, SENP1 FRET inh
`CCc1ccc(/C=N/NC(=O)c2cc(C3CC3)nc3ccc(Br)cc23)s1` across the screens: -13, 1, 3, -1, -12, -24, 3, -1, -1
`COC(=O)C1=C(N)Oc2cc(C)n(CC3CCCO3)c(=O)c2C1c1ccc(Cl)c(Cl)c1` (stereo unspecified) across the screens: -14, 17, 2, 2, 14, 5, 3, 17, 0
`CC(=O)NC(C)c1nc2ccccc2n1CC(=O)N1C(C)CCCC1C` (stereo unspecified) across the screens: -4, 8, -3, -13, 4, 21, -2, -2, 0
`Cc1cc(=O)oc(C)c1C(=O)Nc1c(C)n(C)n(-c2ccccc2)c1=O` across the screens: 6, 3, 1, 0, 8, -20, -2, 25, 1

(further entries)
SMILES	PfG6PD inh	Apaf1 inhib	SENP8 block-1	SENP7 block	NALP3 yeast inh	SENP6 inh	HKDC1 inhibitor	SENP8 block-2	SENP1 FRET inh
CCCC(=O)Oc1ccc(N(C(=O)CCC)S(=O)(=O)c2cccs2)cc1	-6	6	-2	-8	6	-12	4	15	7
CCCn1c(=O)c(C(=O)Nc2cccc(C)n2)c(O)c2ccccc21	-12	6	-7	14	24	-5	-6	-97	-1
COc1ccc(OC)c(Nc2cc(C)nc3ccccc23)c1	-2	1	-4	-11	7	-1	-8	11	3
CN(CCOc1ccccc1)S(=O)(=O)c1ccccc1C#N	1	-2	-14	6	40	3	-3	5	-1
CS(=O)(=O)c1ccc2nc(NC(NC(=O)c3ccco3)(C(F)(F)F)C(F)(F)F)sc2c1	0	-6	-11	-8	14	-9	-4	7	-110
COc1ccc(N2CCN(C(=O)c3ccc4c(c3)NC(=O)C(CSCc3c(F)cccc3Cl)N4)CC2)cc1 (stereo unspecified)	x	22	8	7	6	2	x	x	x
Cc1cc(N2CCN(C)CC2)nc2ccc(NC(=S)NC3CC3)cc12	6	-7	2	-5	-8	0	-5	-250	-8
CCN1CCN(CCCNC(=O)C2CCN(c3nnc(-n4c(C)ccc4C)s3)CC2)CC1	0	22	3	-8	0	0	-8	7	-3
CC1(C)N(OCc2ccccc2)C(=O)C(=O)N(OCc2ccccc2)C1(C)C	-6	-5	-4	-5	10	-6	-10	9	1
CCC(CO)[n+]1c(C)cc(/C=C2\Sc3ccccc3N2Cc2ccccc2)cc1C (stereo unspecified)	74*	x	x	x	x	x	5	18	-33
O=C(Cn1nc(-c2cccc(Cl)c2)ccc1=O)NCC1COCCO1 (stereo unspecified)	13	-6	1	16	3	-6	-4	6	0
O=C(NNC(=O)c1cc(-c2ccncc2)nc2ccccc12)c1cccc(Cl)c1	5	5	-3	5	11	1	-4	-9	1
C/C(=N/Oc1nc(C)cc(C)n1)c1ccc(Br)cc1	-8	8	-2	10	41	-8	-6	24	1
O=C(NC1CCSC1=O)c1cccc(Cl)c1 (stereo unspecified)	-12	0	-2	13	4	-2	-7	11	-1
O=C(CC1C(=O)NCCN1Cc1cccc(Oc2ccccc2)c1)NCCc1cnccn1 (stereo unspecified)	-12	-4	0	-1	5	-2	1	-15	-9
CC(C)CC(COCc1ccc(C(F)(F)F)cc1)N1CCN(C(=O)c2ccc(C(F)(F)F)cc2)CCC1=O (stereo unspecified)	17	33	-12	-12	-9	-12	6	8	-3
CN1CCN(S(=O)(=O)c2ccc(Nc3ccc(F)cc3)c([N+](=O)[O-])c2)CC1	3	9	-8	-12	5	-13	0	20	1
CCCNC(=O)c1ccccc1NC(=O)Cc1ccc(OC)c(S(=O)(=O)N2CCOCC2)c1	-8	4	-4	-4	25	5	-8	-19	1
Cc1cc(=O)[nH]c(SCc2csc(-c3ccccc3)n2)n1	-7	13	-20	-9	-10	-5	16	13	0
O=C(NCCCn1ccnc1)Nc1ccc2c(c1)OCO2	10	5	6	5	-9	-2	-4	18	1
COc1ccc(S(=O)(=O)Nc2ccc(N3CCOCC3)cc2)cc1Br	2	2	-1	-3	19	-2	-3	20	3
CC(C)(CN1CCCC1)NS(=O)(=O)c1ccccc1	-7	5	-9	-2	1	-13	-3	20	-1
CCCCOc1ccc(-n2nc(C)cc2C)nn1	7	-22	-1	11	23	-4	1	26	1
O=C(COC(=O)/C=C/c1cccc([N+](=O)[O-])c1)NCC1CCCO1 (stereo unspecified)	5	-7	0	3	-4	2	-5	15	4
CCOc1cc(C(=O)Nc2ccc(N3CCN(S(C)(=O)=O)CC3)cc2)cc(OCC)c1OCC	11	0	-1	1	8	-6	-4	18	0
COc1cc2[nH]c(=S)n(C3CC3)c(=O)c2cc1OC	14	0	2	8	16	-1	-2	9	1
COC(=O)c1ccc(/C=C2/SC(=S)N(CCCC(=O)Nc3ccc(O)cc3)C2=O)cc1	-2	-67	-1	23	24	-7	4	27	3
COc1ccccc1/C=C/C=C1\Oc2c(ccc(O)c2CN(C)C)C1=O	-2	-6	-6	-1	4	-8	-5	-200	-33
CCOc1cc(CNc2ccc3c(c2)OCCO3)cc(Br)c1OCC	33	15	4	6	9	0	4	-9	-4
CCOC(=O)N1CCN(S(=O)(=O)c2ccc(F)cc2)CC1	-18	-9	-8	11	21	-12	2	4	2
CCCCCCCC(=O)N/N=C(\C)c1ccc(N)cc1	x	0	-3	2	13	-1	x	x	x
Cc1ccc(Cn2nnc3c(=O)n(CC(=O)N4CCCc5ccccc54)cnc32)cc1	-13	-2	-8	3	18	-8	-9	26	-1
O=C(N/N=C1\CC2CC=CC12)c1ccccc1Cl (stereo unspecified)	-15	-2	5	8	4	33	-6	12	3
COC(=O)C(CO)NC(=O)C(C)NC(=O)CNC(=O)OCc1ccccc1 (stereo unspecified)	-8	-2	-2	1	8	-32	-7	8	2
O=C(c1cn2ccccc2n1)N1CCCC(Nc2ccc(F)c(F)c2)C1 (stereo unspecified)	13	4	5	0	11	-6	-2	11	0
CC1CC(NS(=O)(=O)c2cc3c4c(c2)CCN4C(=O)CC3)CC(C)(C)C1 (stereo unspecified)	-21	16	-5	-3	19	2	4	2	1
Fc1cccc(NC(=S)N2CCN(c3ccccn3)CC2)c1	-5	11	-1	3	25	0	-5	5	3
Cc1c(NC(=O)c2cccc(NC(=O)Cc3ccc(Cl)cc3)c2)c(=O)n(-c2ccccc2)n1C	-6	-5	1	-1	6	4	-1	-9	2
Cc1cccc(C)c1NC(=O)C1(N(Cc2ccco2)C(=O)CC2NC(=O)NC2=O)CCCC1 (stereo unspecified)	-21	6	3	9	-15	-1	-5	4	-2
COc1ccc(C(=O)N(C)C2CCCN(Cc3ccccc3F)C2)cc1C (stereo unspecified)	3	11	-5	-10	2	-16	-7	16	-2
O=C(COC(=O)c1ccccn1)Nc1ccc(S(=O)(=O)N2CCOCC2)cc1	-13	-4	5	2	10	10	-14	11	0

High-throughput results from PubChem.
